DNMT1 block = human DNMT1 methyltransferase inhibitors, primary screen, biochemical, molecular beacon, fluorescence, HinP1I cleavage, uHTS | 360,000 compounds, 0.83% hits | inhibition (reported as % activation of signal), % at 10 µM | DNA (cytosine-5)-methyltransferase 1 (Homo sapiens), P26358 | AID 588458, 2011; in the data active means inhibition above about 50%
Neddyl block = inhibitors of cullin neddylation, primary screen, biochemical, TR-FRET, uHTS, NAE and Ubc12; calls only at 25 µM; NEDD8-conjugating enzyme Ubc12 (Homo sapiens) + NEDD8-activating enzyme E1 regulatory …; AID 651699, 2012; 360,000 compounds, 0.58% hits; in the data active means inhibition above about 36%
CSN deneddyl inh = inhibitors of CSN-mediated cullin deneddylation, primary screen, biochemical, fluorescence polarization, uHTS; inhibition, % at 12.5 µM; Purified CSN, SCF-Nedd8-OG deneddylation; 360,000 compounds, 0.38% hits;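 active means pattern-corrected inhibition above about 35%, with an unprinted fluorescence ratio check between 0.5 and 1.5, limit read from the data, passing the limit was not always enough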;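 further: 0% = enzyme with substrate and 100% = substrate without enzyme; some results filed as inactive read as strong as hits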
Target sequence (Q92905 whole entry, looked up, one chain of several): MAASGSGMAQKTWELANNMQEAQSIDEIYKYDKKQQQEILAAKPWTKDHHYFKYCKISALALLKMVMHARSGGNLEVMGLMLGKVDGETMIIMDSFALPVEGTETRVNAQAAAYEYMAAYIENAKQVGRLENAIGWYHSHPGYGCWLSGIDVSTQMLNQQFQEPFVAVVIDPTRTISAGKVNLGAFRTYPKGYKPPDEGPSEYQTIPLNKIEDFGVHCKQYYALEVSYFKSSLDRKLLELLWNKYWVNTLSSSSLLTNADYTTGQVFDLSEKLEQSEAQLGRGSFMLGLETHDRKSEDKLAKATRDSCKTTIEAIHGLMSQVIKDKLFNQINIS
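Assay system: HEK293T-derived human Csn5 enzyme; quantity: 0.24 nM enzyme; medium: Tris/NaCl/DTT buffer, pH 7.5; also added: substrate SCFSkp2-Nedd8OG, 10 nM; doses: 12.5 µM compound; schedule: 90 min reaction at room temperature; signal: FP; read-out: % inhibition of substrate cleavage by Csn5; benchmarks: substrate-only high control, full reaction low control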
STEP block = STEP phosphatase inhibitors, primary screen, biochemical, fluorescence intensity, uHTS; AID 588621, 2011; 360,000 compounds, 0.25% hits; recombinant STEP, OMFP fluorogenic substrate; inhibition, % at 20 µM; Tyrosine-protein phosphatase non-receptor type 5 (Homo sapiens), P54829;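 active means inhibition at 20 µM, scaled per plate between control wells, above about 37%, limit read from the data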;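 further: 0% = DMSO with enzyme and substrate and 100% = substrate only without enzyme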
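System: isolated STEP enzyme; schedule: 20 min enzyme reaction at room temperature, protected from light; medium: Bis-Tris buffer pH 6.0, 2.5 mM DTT, 0.005% Tween 20; signal: fluorescence, 480/540 nm; dosing: single compound dose of 20 µM, 1% DMSO final; also added: OMFP substrate, 25 µM final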
Scp-1 inhibitor = Scp-1 phosphatase inhibitors, primary screen, biochemical, colorimetric, uHTS. Carboxy-terminal domain RNA polymerase II polypeptide A small phosphatase 1 (Homo …. Recombinant Scp1, phosphopeptide, malachite green phosphate absorbance. inhibition, % at 20 µM. 340,000 compounds, 0.88% hits;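 active means inhibition above about 50% at 20 µM, limit read from the data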;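 further: plate controls were DMSO wells with enzyme for no effect and wells lacking enzyme for full effect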
Target sequence (Q9GZU7 76-261 limits assumed): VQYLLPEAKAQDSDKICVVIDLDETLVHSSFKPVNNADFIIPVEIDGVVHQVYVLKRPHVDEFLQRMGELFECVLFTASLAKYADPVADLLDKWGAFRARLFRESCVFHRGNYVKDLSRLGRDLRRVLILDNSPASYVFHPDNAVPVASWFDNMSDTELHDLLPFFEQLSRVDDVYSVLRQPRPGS
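Material: truncated SCP-1 phosphatase (76-261aa) / Buffer or medium: 50 mM Tris acetate pH 5.5, 0.005% Tween-20, 10 mM MgCl2 / Compound dosing: one concentration, 20 µM, with 1.0% DMSO / Incubation: 45 min room-temperature reaction, 5 min colour, 30 min stabiliser / Detection: colorimetric free-phosphate detection, absorbance 630 nm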
Rpn11 block = Rpn11 (PSMD14) deubiquitinase inhibitors, primary screen, biochemical, fluorescence polarization, uHTS | 26S proteasome non-ATPase regulatory subunit 14 (Homo sapiens), O00487 | 360,000 compounds, 0.59% hits | human 26S proteasome, Ub4-pepOG fluorescence polarization; 20S core pre-blocked with epoxomicin | AID 588493, 2011 | calls only at 20 µM;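 active means inhibition at 20 µM, scaled to each plate's controls, above about 33%, limit read from the data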
Target sequence (O00487 whole entry, looked up): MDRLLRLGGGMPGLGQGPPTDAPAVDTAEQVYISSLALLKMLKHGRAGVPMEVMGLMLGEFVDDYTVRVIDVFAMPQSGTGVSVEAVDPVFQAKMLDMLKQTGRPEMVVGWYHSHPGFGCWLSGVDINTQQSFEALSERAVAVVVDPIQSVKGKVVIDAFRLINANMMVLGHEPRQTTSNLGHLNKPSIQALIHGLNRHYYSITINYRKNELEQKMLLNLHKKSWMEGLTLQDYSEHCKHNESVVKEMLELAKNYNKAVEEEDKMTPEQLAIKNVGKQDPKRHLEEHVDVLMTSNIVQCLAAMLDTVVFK
Rin1 Abl inh = inhibitors of Rin1-Abl protein binding, primary screen, biochemical, TR-FRET; 360,000 compounds, 0.4% hits; Tyrosine-protein kinase ABL1 (Homo sapiens) + Ras and Rab interactor 1 (Homo sapiens), …; inhibition, % at 7.35 µM; in the data active means inhibition above about 5%, passing the limit was not always enough
SUMO1 PPI mod = modulators of SUMO1 protein-protein interactions, primary screen, biochemical, uHTS; Small ubiquitin-related modifier 1 (Homo sapiens), P63165; SUMO1 binding to a labelled peptide, TR-FRET, 1 h; inhibition, % at 20 µM; 360,000 compounds, 0.33% hits; in the data active means inhibition above about 37%
Target sequence (P63165 whole entry, looked up): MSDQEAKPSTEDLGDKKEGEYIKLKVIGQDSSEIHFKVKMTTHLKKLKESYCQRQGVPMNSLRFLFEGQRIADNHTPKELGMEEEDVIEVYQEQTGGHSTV
LMPTP block = LMPTP phosphatase inhibitors, primary screen, biochemical, fluorescence intensity, uHTS; recombinant LMPTP-A, OMFP fluorogenic substrate; inhibition, % at 20 µM; 360,000 compounds, 0.22% hits;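 active means compounds that cut the enzyme signal by at least half of the control window in the single-dose screen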;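 further: plate controls were DMSO wells with enzyme plus substrate for no effect and substrate without enzyme for full effect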
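Test system: LMPTP-A phosphatase enzyme; input: 0.625 nM LMPTP-A final; reagent: OMFP substrate, 400 µM final; compound dosing: 20 µM single dose, 3% DMSO; incubation: 50 min dark incubation at room temperature; measured by: endpoint fluorescence intensity from OMFP dephosphorylation; measure: % inhibition relative to no-enzyme and uninhibited control wells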
NadD inh = inhibitors of S. aureus NadD, primary screen, biochemical, colorimetric, uHTS; purified NadD enzyme, colorimetric absorbance read-out; inhibition, % at 20 µM; 360,000 compounds, 0.78% hits; AID 602399, 2012; in the data active means inhibition above about 26%; further: some compounds past the cut are filed as inactive
Numbers without * were called inactive; i = inactive; / = no result given. An unsorted share of the library; 3.8% or so of the library scored in one or more.

(1) O=C(NCc1ccccc1)C(c1ccc(C(F)(F)F)cc1)n1c(=O)c(-c2ccccc2)nc2ccccc21 (stereo not drawn)
(2) CCN(CC)c1ccc(/C=N/NC(=O)CCC(=O)NCc2ccccc2)c(O)c1
(3) COc1cccc(NC(=S)Nc2ccc(O)cc2)c1
(4) O=C1CCN(S(=O)(=O)c2ccccc2)CCN1CCOCc1ccc(C(F)(F)F)cc1
(5) c1ccc(C2CC(c3cccs3)Nc3nnnn32)cc1 (stereo not drawn)
(6) CN(C)S(=O)(=O)c1cccc(C(=O)Nc2n[nH]c(C(F)(F)F)n2)c1
(7) O=C(N/C(=C\c1ccccc1)C(=O)N1CCCCC1)c1ccc(Br)o1
(8) Clc1ccc(CNc2nnnn2-c2ccccc2)c(Cl)c1
Screen / compound no.,1,2,3,4,5,6,7,8
DNMT1 block,/,3,-2,1,-1,1,4,0
Neddyl block,i,i,i,i,i,i,i,i
CSN deneddyl inh,-1,-17,-4,1,-10,0,2,-4
STEP block,/,2,30,-3,-4,1,2,2
Scp-1 inhibitor,/,-5,11,0,-5,-2,-2,-9
Rpn11 block,/,i,i,i,i,i,i,i
Rin1 Abl inh,/,-5,1,4,1,1,1,2
SUMO1 PPI mod,-2,-4,0,3,-1,5,-2,-1
LMPTP block,0.5,0.1,5.2,-0.2,-3.3,0.9,-0.3,3.7
NadD inh,/,1,0,1,-5,-1,-3,1

(9) Cc1cc(=O)oc2cc(OCC(=O)N(C)C3CCS(=O)(=O)C3)c(Cl)cc12 (stereo not drawn)
(10) CCc1ccc(/C=C2\Oc3c(ccc(O)c3CN3CCN(CCO)CC3)C2=O)cc1
(11) Cn1cnnc1Sc1nc([N+](=O)[O-])nn1C
(12) COc1ccc(-c2nn(-c3ccccc3)cc2CN(C)CCn2ccnc2C)c(F)c1
(13) O=C(Nc1ccc(Br)cc1)Nc1ccccc1F
(14) COc1cccc2c(=O)ccoc12
(15) COC(=O)Cc1[nH]n(-c2ccccc2)c(=O)c1C(C)=Nc1ccccc1
(16) CCc1c(-c2ccccc2)ncn1Cc1cccc(-c2ccccc2)c1
Screen / compound no.,9,10,11,12,13,14,15,16
DNMT1 block,1,3,-2,-5,0,0,-3,/
Neddyl block,i,i,i,i,i,/,i,i
CSN deneddyl inh,-5,7,1,4,-2,-6,-1,-2
STEP block,0,-1,-2,-2,-2,1,0,/
Scp-1 inhibitor,-6,-4,-7,-7,-4,-15,-9,/
Rpn11 block,i,i,i,i,i,i,i,/
Rin1 Abl inh,-1,-2,0,-1,-1,-1,1,/
SUMO1 PPI mod,-5,-16,-14,0,-2,0,-6,3
LMPTP block,-0.7,0.3,-0.3,0.2,1.5,-1.4,0.5,13
NadD inh,-3,-2,2,-13,-1,-7,-2,/

(17) O=C(c1cccs1)N1CCN(Cc2cccc([N+](=O)[O-])c2)CC1
(18) O=C(CCN1C(=O)c2ccccc2S1(=O)=O)Nc1cccc(F)c1
(19) Cc1cnc(NC(=O)CC2CCCC2)s1
(20) O=C(CSc1ccc(-c2cccnc2)nn1)Nc1ccc(F)c(F)c1
(21) NC(=O)NC(=O)CSc1ccccc1
(22) CN(C)N1C(N)=C(C#N)C(c2ccsc2)C2=C1CC(C)(C)CC2=O (stereo not drawn)
(23) C[C@H](NCCc1ccc(O)cc1)[C@H](O)c1ccc(O)cc1
(24) CC1CCN(C(=S)c2cn(Cc3ccc(F)cc3)c3ccccc23)CC1
Screen / compound no.,17,18,19,20,21,22,23,24
DNMT1 block,3,-1,0,-2,3,6,-2,-6
Neddyl block,i,i,i,i,i,i,i,i
CSN deneddyl inh,-2,-2,-3,-3,-5,-21,-4,3
STEP block,4,0,4,0,0,0,-3,3
Scp-1 inhibitor,-4,-5,0,-8,-5,-2,11,-2
Rpn11 block,i,i,i,i,i,i,i,i
Rin1 Abl inh,-1,-1,2,0,0,-3,2,-3
SUMO1 PPI mod,-14,2,2,1,6,-4,1,2
LMPTP block,-3.1,-0.5,0.9,-1.7,-0.8,-0.1,-1.1,4.8
NadD inh,-3,1,-8,1,0,3,0,5

(25) CN1CCc2c1nc1ccccc1c2N=C1CCCN1Cc1ccccc1
(26) CC(=O)N1N=C(c2ccc(C)o2)CC1c1cccc(F)c1 (stereo not drawn)
(27) COc1cc(NC(=O)CSc2nnnn2C2CCCC2)cc(OC)c1
(28) O=C(NCCCn1ccnc1)/C(=C/c1ccc(Cl)cc1)NC(=O)c1ccccc1
(29) CCCC(C)NC(=O)Cc1ccc(S(=O)(=O)N2CCOCC2)s1 (stereo not drawn)
(30) COc1ccc(NC(=O)c2csc(Cc3ccccc3)n2)cc1
(31) Cc1ccccc1OCC(=O)OCC(=O)NC12CC3CC(CC(C3)C1)C2
(32) COc1ccc(NC(=S)NCCC(c2ccccc2)c2ccccc2)c(OC)c1
Screen / compound no.,25,26,27,28,29,30,31,32
DNMT1 block,-1,-1,0,-1,-2,1,1,2
Neddyl block,i,i,i,i,i,i,i,i
CSN deneddyl inh,0,-14,3,5,-3,-6,5,0
STEP block,-1,0,0,0,-3,0,-1,14
Scp-1 inhibitor,3,-3,-7,-5,-5,-4,/,3
Rpn11 block,i,i,i,i,i,i,i,i
Rin1 Abl inh,1,2,2,1,0,-2,-2,3
SUMO1 PPI mod,-1,-11,2,-5,-1,-1,0,0
LMPTP block,0.4,-0.7,-0.8,-6.1,-1.2,1.4,-0.4,1.3
NadD inh,-1,0,-6,-4,2,6,-9,-5

Single records, as listed above:
COc1ccc(NC(=O)c2csc(Cc3ccccc3)n2)cc1 is listed as DNMT1 block: 1; Neddyl block: i; CSN deneddyl inh: -6; STEP block: 0; Scp-1 inhibitor: -4; Rpn11 block: i; Rin1 Abl inh: -2; SUMO1 PPI mod: -1; LMPTP block: 1.4; NadD inh: 6
CC(=O)N1N=C(c2ccc(C)o2)CC1c1cccc(F)c1 (stereo not drawn) is listed as DNMT1 block: -1; Neddyl block: i; CSN deneddyl inh: -14; STEP block: 0; Scp-1 inhibitor: -3; Rpn11 block: i; Rin1 Abl inh: 2; SUMO1 PPI mod: -11; LMPTP block: -0.7; NadD inh: 0
CCCC(C)NC(=O)Cc1ccc(S(=O)(=O)N2CCOCC2)s1 (stereo not drawn) is listed as DNMT1 block: -2; Neddyl block: i; CSN deneddyl inh: -3; STEP block: -3; Scp-1 inhibitor: -5; Rpn11 block: i; Rin1 Abl inh: 0; SUMO1 PPI mod: -1; LMPTP block: -1.2; NadD inh: 2

New compounds follow:
(33) CCOC(=O)c1c(C)c(C(=O)NC(C)COC)c(C)n1CC (stereo not drawn)
(34) CCN(CCN1CCCC1)C(=O)c1cc(COc2ccccc2SC)on1
(35) CC(C)c1ccc(NC(=O)c2cccc(Br)c2)cc1
(36) O=C(NCC1CCCO1)c1cccc(Oc2c(Cl)cccc2[N+](=O)[O-])c1 (stereo not drawn)
(37) O=C(CNC(=O)OCc1ccccc1)NCC(=O)N1CCCC1C(=O)OCc1ccccc1 (stereo not drawn)
(38) Cc1ccoc1C(=O)NCc1occc1C(=O)O
(39) O=C(Nc1cccc(Cl)c1)c1ccncc1
(40) CCOc1ccc(N2C(=O)c3cccnc3C2Nc2ccc(C)cc2)cc1 (stereo not drawn)
(41) COc1ccc(C)cc1NCc1cc(=O)oc2cc(-c3ccccc3)c(O)cc12
(42) Cc1nc(C(C)N(C)Cc2c(C(=O)N3CCCCC3)nc3c(C)cccn23)c(C)s1 (stereo not drawn)
Screen / compound no.,33,34,35,36,37,38,39,40,41,42
DNMT1 block,-2,-12,-2,3,0,57*,-1,-10,-2,0
Neddyl block,i,i,i,i,i,i,i,i,i,i
CSN deneddyl inh,0,5,1,-1,-4,6,3,4,-1,3
STEP block,-4,1,-1,1,3,14,-9,4,10,-4
Scp-1 inhibitor,0,3,-8,-10,5,50*,-3,0,-8,-4
Rpn11 block,i,i,i,i,i,i,i,i,i,i
Rin1 Abl inh,-1,0,-1,2,1,5,-7,3,0,5
SUMO1 PPI mod,4,3,6,-19,-2,9,-7,-1,0,-2
LMPTP block,-0.2,4.3,2.0,0.0,-1.0,-0.8,-0.6,0.5,0.8,-0.7
NadD inh,-5,-9,-2,-8,0,6,0,0,18,-1
